Ba/F3 V617F tox – reduced viability of JAK2V617F-dependent Ba/F3 cells, primary screen, JAK2V617F inhibitor project, cell-based, Ba/F3 EpoR-JAK2V617F, luminescence; inhibition, % at 5.6 µM; AID 1446, 2008; 220,000 compounds, 1.1% hits; ATP luminescence;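 active means inhibition above the campaign mean plus 3 SD over all tested compounds, cut at about 24% in these data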;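 further: cytokine-independent growth of Ba/F3 cells driven by EpoR plus mutant JAK2; 0% = DMSO-treated cells and 100% = JAK inhibitor I control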
EP2 modulator – EP2 receptor modulators, cAMP readout, primary screen, cell-based, HTRF cAMP, PGE2 stimulation; Prostaglandin E2 receptor EP2 subtype (Homo sapiens), P43116; AID 940, 2007; EP2-expressing cells, cAMP HTRF FRET, PGE2 co-stimulation; induction, % at 25 µM; 260,000 compounds, 0.83% hits;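 active means compounds whose cAMP rise, as percent of the full-agonist control response, exceeds 60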;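 further: rat C6 glioma line stably carrying human EP2 under a CMV promoter; the protocol text gives 20 µM as final concentration; 100% = response of wells given 1 µM PGE2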
PERK inh – block of dimerizer-induced PERK translation repression, primary screen, PERK inhibitor project, CHO PERK-DD cells, SEAP luminescence, HTS; 220,000 compounds, 0.17% hits; inhibition, % at 5.6 µM; CHO PERK-DD fusion, SEAP luminescence translation reporter; Eukaryotic translation initiation factor 2-alpha kinase 3 (Homo sapiens), Q9NZJ5; AID 1416, 2008;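 active means inhibition above the mean inhibition of all tested compounds plus 3 SD, set separately per screening campaign, cut at about 2.9% in these data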;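 further: PERK kinase domain activated by AP20187 dimerizer at 100 nM; 0% = DMSO with dimerizer and 100% = rapamycin at 8.4 µM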
TRPML3 ag – human TRPML3 channel agonists, primary screen, cell-based, HEK293 TRPML3-YFP, Fluo-8 calcium fluorescence, 3 µM; Mucolipin-3 (Homo sapiens), Q8TDD5; 220,000 compounds, 0.29% hits; activation, % at 3 µM; 100% = the carbachol control signal; AID 1448, 2008;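 active means activation above its plate's cutoff, the mean activation of the plate's test wells plus 3 SD, cut at about 12% in these data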;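 further: 0% = DMSO only wells and 100% = carbachol wells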
Target sequence (Q8TDD5 whole entry, looked up): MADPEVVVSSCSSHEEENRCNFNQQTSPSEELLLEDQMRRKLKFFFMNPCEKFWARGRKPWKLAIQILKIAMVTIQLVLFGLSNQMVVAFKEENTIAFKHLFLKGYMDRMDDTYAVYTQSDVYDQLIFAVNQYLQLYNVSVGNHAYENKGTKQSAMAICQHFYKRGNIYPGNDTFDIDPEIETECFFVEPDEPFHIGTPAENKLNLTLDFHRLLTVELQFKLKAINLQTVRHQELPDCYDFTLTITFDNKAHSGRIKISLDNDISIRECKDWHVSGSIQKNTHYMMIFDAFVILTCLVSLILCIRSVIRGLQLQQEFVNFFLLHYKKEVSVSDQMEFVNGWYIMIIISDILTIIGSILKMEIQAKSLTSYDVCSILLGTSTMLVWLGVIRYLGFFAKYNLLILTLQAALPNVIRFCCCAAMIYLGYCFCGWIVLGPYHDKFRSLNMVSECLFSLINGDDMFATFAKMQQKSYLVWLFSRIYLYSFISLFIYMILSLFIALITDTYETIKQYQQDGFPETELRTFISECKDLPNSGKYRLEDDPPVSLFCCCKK
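system = HEK293 cells stably carrying human TRPML3-YFP | doses = one concentration, 3 µM nominal, 0.3% DMSO | timing = dye loading 1 h 37 °C then 30 min ambient, 125 s read | detection = Fluo-8 calcium dye fluorescence, ex 470-495, em 515-575 nm | benchmarks = high control carbachol 87 µM, low control DMSO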
S1P4 agonist – S1P4 receptor agonists, primary screen, cell-based | activation, % at 4.98 µM | 220,000 compounds, 0.35% hits | S1P4-expressing cell line, agonist reporter assay | AID 1509, 2009 | Sphingosine 1-phosphate receptor 4 (Homo sapiens), O95977; in the data active means activation above about 11%;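 further: 0% = DMSO vehicle and 100% = reference agonist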
Target sequence (O95977 whole entry, looked up): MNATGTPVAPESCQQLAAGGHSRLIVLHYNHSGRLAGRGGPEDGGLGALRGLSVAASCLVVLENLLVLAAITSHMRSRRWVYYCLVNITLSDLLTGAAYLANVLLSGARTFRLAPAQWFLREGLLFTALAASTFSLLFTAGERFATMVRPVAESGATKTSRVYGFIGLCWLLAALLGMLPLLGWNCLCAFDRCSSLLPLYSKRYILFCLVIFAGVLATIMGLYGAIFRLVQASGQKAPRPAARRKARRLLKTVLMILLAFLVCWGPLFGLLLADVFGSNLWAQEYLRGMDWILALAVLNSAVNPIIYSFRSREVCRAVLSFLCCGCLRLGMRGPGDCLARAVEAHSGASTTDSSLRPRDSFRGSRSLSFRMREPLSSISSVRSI
BaF3 parental – parental Ba/F3 cell viability inhibition, counter-screen for JAK2V617F inhibitor project, murine pro-B, CellTiter-Glo luminescence; AID 1486, 2009; inhibition, % at 5.6 µM; CellTiter-Glo ATP luminescence; 220,000 compounds, 1.1% hits;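 active means inhibition above a per-campaign cutoff, the mean inhibition of all tested compounds plus 3 SD, cut at about 27% in these data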;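 further: 0% = DMSO wells and 100% = JAK Inhibitor I control wells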
Calpain2 inh – inhibitors of pig calpain II, primary screen, biochemical, fluorogenic peptide substrate, 1536-well; purified calpain II, 30 min; inhibition, % at 16 µM; 220,000 compounds, 0.37% hits;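 active means inhibition above about 50%, limit read from the data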
S1P4 antagonist – S1P4 receptor antagonists, primary screen, cell-based; inhibition, % at 4.98 µM; 220,000 compounds, 0.26% hits; Sphingosine 1-phosphate receptor 4 (Homo sapiens), O95977; S1P4-expressing cells, antagonist mode, reporter read-out; AID 1510, 2009; in the data active means inhibition above about 29%;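 further: 0% = wells stimulated with agonist and 100% = vehicle wells without agonist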
TRPN1 ag – zebrafish TRPN1 channel agonists, primary screen, cell-based, HEK293, calcium fluorescence | transient receptor potential cation channel N1 (TRPN1/NompC), Danio rerio | HEK293 zebrafish TRPN1-YFP, Fluo-8 calcium fluorescence; 100% = response to 87 µM carbachol | activation, % at 3 µM | 220,000 compounds, 0.18% hits;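 active means activation above its plate's cutoff, the mean activation of test wells on that plate plus 3 SD, cut at about 19% in these data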;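 further: 0% = DMSO alone and 100% = 87 µM carbachol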
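System: zebrafish TRPN1-YFP in HEK293 cells / Dosing: 3 µM single point / Timing: dye loading 1 h at 37 °C, then 30 min room temperature / Signal: Fluo-8 calcium fluorescence, excitation 470-495 nm, emission 515-575 nm / Read-out basis: percent activation from peak over basal fluorescence ratio, control-normalized / Control set: high carbachol 87 µM, low DMSO alone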
* = called active by the depositor; & = joins results of further samples.

The line under a structure holds: Ba/F3 V617F tox | EP2 modulator | PERK inh | TRPML3 ag | S1P4 agonist | BaF3 parental | Calpain2 inh | S1P4 antagonist | TRPN1 ag
1) COc1cccc(OC)c1C(=O)Nc1ccc(C)cc1C(=O)c1ccccc1
    -4 | -5 | 0.7 | -0.8 | -2.8 | 2 | 5 | 8 | -2.2
2) CC(=O)Nc1ccc(NC(=O)C(Cc2ccccc2)NC(=O)C2CCCCC2)cc1 (configuration not stated)
    -3 | 17 | 0.7 | 0.5 | 0.7 | 5 | 8 | 2 | 1.2
3) c1ccc(C(c2ccccc2)c2noc(CN3CCC(c4ccncc4)CC3)n2)cc1
    -3 | 38 | 1.4 | -1.9 | 1.3 | 8 | 30 | -9 | -2.1
4) CCOc1ccc(-c2nc3ccccc3c(=O)o2)cc1
    -3 | -14 | 1.1 | 0.3 | 3.2 | 2 | -33 | -15 | 0.6
5) Cc1cccc(C)c1NC(=O)CSc1nnc(CCCCCNC(=O)OC(C)(C)C)o1
    3 | 35 | -0.9 | 0.6 | -1.4 | 1 | -62 | -10 | 0.5
6) CCNC(=O)c1c(C)[nH]c(C(=O)OCC)c1C
    2 | 12 | -0.4 | 0.4 | 1.6 | 2 | 22 | -10 | 1.5
7) Cc1ccc(CSCCNC(=O)CSCc2ccc([N+](=O)[O-])cc2)cc1
    -1 | -15 | 0.9 | -0.1 | -1.2 | 3 | 37 | -12 | -2.1
8) CCCCSc1nc2c(c(=O)[nH]1)CCC2
    1 | 34 | -0.1 | -0.8 | 3.9 | 1 | -2 | -1 | -1.3
9) O=C(CN1CCCC1=O)NC1C2CC3CC(C2)CC1C3 (configuration not stated)
    -4 | 6 | 0.2 | 0.8 | 0.3 | -1 | -7 | -15 | -1.1
10) CCCC(=O)O[C@]1(C(=O)CO)CC[C@H]2[C@@H]3CCC4=CC(=O)CC[C@]4(C)[C@H]3[C@@H](O)C[C@@]21C
    11 | 14 | -0.7 | 0.8 | 0.1 | 2 | -15 | -10 | 0.4
11) CC(C)C[C@H](NC(=O)CCCn1nnc2ccccc2c1=O)C(=O)O
    2 | 34 | 1.4 | 0.6 | -0.7 | -2 | -14 | 24 | 2.0
12) O=C(/C=N/O)Nc1ccc(F)cc1
    -2 | -7 | 0.5 | 0.4 | -0.8 | 6 | -3 | 2 | -0.4
13) O=c1c2ccc(Cl)cc2[nH]c(=S)n1CCCN1CCOCC1
    2 | -34 | -0.8 | 0.4 | -0.2 | 0 | 18 | -10 | -0.3
14) O=C(C1CC1)N1CCC(C(O)(c2ccccc2)c2ccccc2)CC1
    -3 | 6 | 0.5 | 0.0 | 2.6 | 1 | -9 | 14 | -0.7
15) O=C(CNCc1ccccc1)Nc1ccc(F)cc1
    3 | -21 | -0.3 | 0.6 | -0.2 | 7 | 27 | -2 | 0.9
16) COc1cc(/C=N/Nc2ccc(F)cc2F)cc(OC)c1O
    -4 | -58 | 0.7 | 0.3 | 0.3 | 1 | 1 | 6 | -2.2
17) O=C(Cn1cnc2c(nnn2-c2ccc(F)cc2)c1=O)N1CCCC1
    -1 | 23 | -0.4 | -0.2 | 0.0 | -1 | -3 | -18 | -1.1
18) COc1ccccc1N1CCN(C(=O)c2ccc(Cn3c(=S)[nH]c4cc5c(cc4c3=O)OCO5)cc2)CC1
    -1 | -13 | 1.3 | -0.2 | -0.7 | 6 | -201 | 2 | 0.0
19) CN(C1=C(NC(=O)c2ccccc2)C(=O)c2ccccc2C1=O)C1CCS(=O)(=O)C1 (configuration not stated)
    4 | -59 | 0.6 | 0.6 | -1.7 | 8 | -25 | -10 | 1.7
20) O=S(=O)(Nc1ccc(S(=O)(=O)N2CCCCC2)cc1)c1cccs1
    -1 | -4 | 1.2 | -0.3 | 0.6 | 4 | 15 | -2 | -1.6
21) CC(Nc1ncnc2nc[nH]c12)c1ccccc1 (configuration not stated)
    2 | 7 | 0.5 | 0.9 | 0.5 | 11 | -15 | -8 | 3.9
22) CCCCCCOC1(c2ccccc2)OC(=O)c2ccccc21 (configuration not stated)
    -4 | 42 | 0.9 | -0.9 | 0.2 | 1 | 15 | -7 | -0.4
23) CCc1ccccc1N1C(=O)CC(N2CCc3ccccc32)C1=O (configuration not stated)
    2 | 15 | 0.9 | -0.1 | -1.4 | 6 | -18 | -17 | -1.1
24) Cc1nc(S(=O)(=O)c2ccc(Cl)cc2Cl)nc2c1CCC2
    -3 | 6 | -0.3 | 0.6 | -1.6 | 0 | -18 | -6 | -0.2
25) CCOC(=O)c1ccccc1NC(=O)CSc1cccc[n+]1[O-]
    0 | 5 | 0.3 | 0.5 | -0.5 | -1 | 7 | 0 | 1.2
26) COc1ccc(OC)c(NC(=O)CSC2=NCCS2)c1
    -1 | -4 | 0.0 | 0.1 | 0.5 | 1 | -2 | -2 | -1.5
27) COc1ccc(-c2csc(N3CCOCC3)n2)cc1OC
    5 | -15 | -1.5 | -0.5 | -2.4 | 7 | 2 | -1 | -0.1
28) Cc1cc(S(=O)(=O)NC(C)C)ccc1OCC(=O)NCc1ccccc1
    3 | -15 | -0.1 | 1.5 | 1.9 | 10 | 8 | 4 | 1.0
29) Oc1c(N=Nc2ccccc2)sc2ccccc12
    -2 | -50 | 0.6 | 0.1 | -0.8 | 1 | -10 | 19 | -0.5
30) CC(C)CN(C(=O)COC(=O)Cn1cnc2ccccc2c1=O)C1CCS(=O)(=O)C1 (configuration not stated)
    -3 | 3 | 1.1 | 0.8 | -0.2 | 1 | -20 | -6 | 2.1
31) C=CCn1c(SCC#N)nnc1-c1ccc2ncccc2c1
    -3 | 34 | 0.3 | 0.8 | -0.1 | 3 | -18 | -5 | 2.3
32) C[C@]12CC[C@@H]3c4ccc(O)cc4CC[C@H]3[C@@H]1CC[C@@H]2O
    2 | -63&-29 | 1.8 | 1.5 | -0.6 | 0 | 9 | 9 | 1.3
33) CCOC(=O)CSc1nc2ccc(S(=O)(=O)N3CCOCC3)cc2[nH]1
    -3 | 28 | 0.2 | 0.5 | 1.5 | 1 | -6 | -14 | -0.6
34) COc1ccc(/C=C/CN2CCN(Cc3ccccc3)C(CCO)C2)cc1 (configuration not stated)
    1 | -23 | -0.1 | 0.4 | -2.6 | 1 | 19 | -6 | 0.8
35) CCc1cccc(NC(=O)Cc2cn(C)c3ccccc23)c1
    0 | 2 | 1.2 | -0.5 | 0.7 | 8 | 5 | 7 | -0.7
36) Cc1cccc(CN2CCCC(C(=O)N3CCc4ccccc4C3)C2)c1 (configuration not stated)
    0 | -23 | 0.4 | 0.0 | 2.3 | 4 | -11 | -20 | -1.1
37) O=S(=O)(CCSc1nc2ccccc2s1)c1nc2ccccc2s1
    40* | 4 | -0.5 | 0.7 | 0.0 | -2 | 18 | 12 | -1.4
38) CC1CCC/C(=N\NS(=O)(=O)c2ccccc2)C1 (configuration not stated)
    1 | 4 | -0.1 | -0.6 | 1.9 | -1 | 5 | -7 | -0.9
39) CCN1CCN(C(=O)CN2C(=O)c3cccc4cccc2c34)CC1
    -1 | -12&22 | 0.4 | 1.0 | -0.6 | 2 | -102 | 16 | 2.1
40) Cc1ccc(Cn2c(=N)n(CC(=O)c3ccc([N+](=O)[O-])cc3)c3ccccc32)cc1
    -6 | -2 | 1.1 | 0.0 | 1.2 | 3 | 20 | -11 | 0.4
41) C/C(N)=C(/C#N)C(=O)CSc1nncn1-c1ccccc1
    -4 | 8 | 0.5 | 1.3 | -0.1 | 6 | -7 | -14 | 0.4
42) CCOC(=O)c1c(C)nc(C)c(C(=O)OCC)c1-c1ccc(O)c(OC)c1
    -1 | 37 | 1.7 | -0.1 | 2.1 | 5 | 40 | -20 | -0.8
43) O=C(Cc1ccccc1[N+](=O)[O-])NCc1ccc(Cl)cc1
    3 | 29 | -0.3 | -0.5 | 2.0 | 0 | 5 | -12 | -0.8
44) CCC(=O)NCCN1CCN(C(=O)CC)CC1
    1 | -1 | 0.9 | 1.3 | 2.4 | 5 | -35 | -2 | -0.1
45) O=C(OCCN1CCOCC1)c1ccc(OCCN2CCOCC2)cc1
    0 | 13 | -0.9 | 0.4 | -0.9 | 3 | -11 | 0 | -0.1
46) COc1ccc(CNC(=O)c2cccc(NC(=O)c3ccccc3)c2)cc1
    2 | -90 | -0.3 | 0.2 | -0.4 | 11 | 12 | 3 | 1.8
47) CC1CC(CC(C)C(=O)NC(=S)Nc2ccc(S(N)(=O)=O)cc2)C(=O)O1 (configuration not stated)
    1 | 11 | 0.5 | 1.1 | 1.4 | 8 | -11 | -12 | -0.8
48) NC12CC3CC(CC(C3)C1)C2
    -5 | 5&3&-13 | 0.4 | 1.1 | 0.6 | 1 | -1 | -12 | -0.2
49) COc1cc(C(=O)OCC(=O)N2CCCCC2C)cc(NC(=O)c2cccs2)c1OC (configuration not stated)
    0 | 4 | 0.0 | 0.0 | 0.8 | 2 | -34 | -3 | 0.0
50) Cc1ccc(-n2c(Cc3ccccc3)n[nH]c2=S)c(C)c1
    4 | 25 | 1.8 | 0.7 | 1.2 | 10 | 17 | 2 | -0.1
51) CCOC(=O)c1c(NC(=O)CN2C(=O)CN(C)C2=O)sc(C)c1C
    4 | 14 | -0.1 | -0.7 | 0.7 | 6 | -7 | -21 | -1.3
52) O=C(Nc1ccc2oc(-c3ccccc3)nc2c1)c1ccccc1F
    -2 | -46 | 0.2 | -0.1 | -0.5 | 4 | -20 | -29 | 0.2
53) Cc1ccc2c(c1)cc(CN(Cc1cccnc1)C(=O)NCc1ccccc1)c1nnnn12
    0 | 24 | -0.2 | -0.6 | -0.2 | 1 | 19 | -1 | 0.6
54) Cc1ccc(C)c(NC(=O)CSc2nnc(-c3ccccc3C)o2)c1
    -1 | 31 | 0.1 | -0.3 | 3.1 | 4 | -25 | -4 | -0.6
55) Cc1c(C(=O)OC2CCCC2C)[nH]c2c1C(=O)CCC2 (configuration not stated)
    0 | -14 | 0.0 | 0.9 | 1.0 | 5 | -3 | 10 | -0.5
56) Cn1c(SCC(=O)O)nc2ccccc2c1=O
    -1 | 20 | 2.4 | -0.1 | -0.9 | 3 | -36 | 0 | 0.8

Screening results from PubChem.
